SRC3 inh: inhibitors of human steroid receptor coactivator 3 (SRC3); Q9Y6Q9; HEK293 GAL4-SRC3 luciferase reporter, luminescence; AID 588352; inhibition, % at 3.6 µM; 360,000 tested, 0.17% active;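 active means inhibition above a per-campaign cutoff, the mean of all compounds plus 3 SD, cut at about 60% in these data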;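 further: 0% = DMSO-treated cells and 100% = gossypol-treated cells at 36 µM; higher means less SRC3-driven luciferase light from the GAL4 reporter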
NOD2 RIPK2 PPI: inhibitors of human NOD2-RIPK2 interaction; inhibition, % at 4.98 µM; 360,000 tested, 0.38% active; CHO BLA complementation NOD2-RIPK2, CCF4 ratio; O43353; in the data active means inhibition above about 21%;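 further: 0% = vehicle only and 100% = reference blocker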
MC4R antagonist: antagonists of human melanocortin 4 receptor (MC4R); MC4R-expressing cells, MTII-stimulated cAMP, LANCE TR-FRET; 360,000 tested, 0.48% active; inhibition, % at 6.5 µM; P32245;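 active means inhibition above its plate's cutoff, the mean of tested wells on that plate plus 3 SD, cut at about 29% in these data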;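 further: 0% = Melanotan II alone and 100% = Melanotan II plus saturating MCL0020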
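Assay system: U2OS cells stably expressing human melanocortin 4 receptor (MC4R) / Dosing: 6.5 µM / Timing: compound 30 min, challenge 1 h, detection 1 h / Measured by: Eu-cAMP/anti-cAMP TR-FRET, emission 671 nm / Replicates: singlicate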
NR2F2 inh: blocks human COUP-TFII nuclear receptor | P24468 | HEK293T NGFI-A luciferase reporter, luminescence | inhibition, % at 8.6 µM | 370,000 tested, 0.7% active | AID 686940;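 active means inhibition above a per-plate cutoff, mean inhibition of test wells between control levels plus 3 SD, cut at about 38% in these data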;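 further: cells cotransfected with COUP-TFII expression vector driving the NGFI-A reporter; 0% = median of COUP-TF2 test wells and 100% = reporter-only cells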
MC4R ag barr: activates human MC4R beta-arrestin recruitment. P32245. U2OS MC4R beta-arrestin complementation, luminescence; percent of melanotan II response, DMSO zero. activation, % at 8.9 µM. 360,000 tested, 0.98% active;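 active means activation above a per-plate cutoff, the mean activation of sample wells on that plate plus 3 SD, cut at about 8% in these data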
TLR9-MyD88 inh: inhibitors of human TLR9-MyD88 binding. inhibition, % at 4.98 µM. CHO BLA complementation TLR9-MyD88, CCF4 FRET ratio. 340,000 tested, 0.21% active. AID 504734;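 active means inhibition above the mean over all tested compounds plus 3 SD, cut at about 21% in these data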;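 further: 0% = DMSO only wells and 100% = clavulanate BLA inhibitor control wells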
NR5A2 inv ag: suppresses constitutive activity of human LRH-1. O00482. HEK293T StAR-luciferase reporter, LRH-1 transfected, 24 h. inhibition, % at 3.6 µM. 360,000 tested, 0.13% active. AID 602396;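 active means inhibition above the mean inhibition of all tested compounds plus 3 SD, cut at about 73% in these data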;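 further: 0% = DMSO wells and 100% = reporter-only cells lacking LRH-1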
NCOA2 inhibitor: human SRC2 (NCOA2) inhibition. Q15596. HEK293 GAL4-SRC2 luciferase reporter, luminescence. inhibition, % at 9 µM. 370,000 tested, 0.17% active. AID 651957;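 active means inhibition above the mean inhibition of all tested compounds plus 3 SD, set per campaign, cut at about 52% in these data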;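 further: 0% = DMSO treated cells and 100% = cells given Gossypol at 36 µM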
ABHD5 PLIN5 PPI: blocks binding of human ABHD5 to perilipin-5; Q00G26+Q8WTS1; 360,000 tested, 0.78% active; inhibition, % at 4 µM; Split G. princeps luciferase complementation, luminescence, 4 h;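 active means inhibition above the mean inhibition across every tested compound plus 3 SD, cut at about 22% in these data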;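 further: 0% = DMSO only wells and the 100% control is not disclosed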
Target sequence (Q00G26 whole entry, looked up): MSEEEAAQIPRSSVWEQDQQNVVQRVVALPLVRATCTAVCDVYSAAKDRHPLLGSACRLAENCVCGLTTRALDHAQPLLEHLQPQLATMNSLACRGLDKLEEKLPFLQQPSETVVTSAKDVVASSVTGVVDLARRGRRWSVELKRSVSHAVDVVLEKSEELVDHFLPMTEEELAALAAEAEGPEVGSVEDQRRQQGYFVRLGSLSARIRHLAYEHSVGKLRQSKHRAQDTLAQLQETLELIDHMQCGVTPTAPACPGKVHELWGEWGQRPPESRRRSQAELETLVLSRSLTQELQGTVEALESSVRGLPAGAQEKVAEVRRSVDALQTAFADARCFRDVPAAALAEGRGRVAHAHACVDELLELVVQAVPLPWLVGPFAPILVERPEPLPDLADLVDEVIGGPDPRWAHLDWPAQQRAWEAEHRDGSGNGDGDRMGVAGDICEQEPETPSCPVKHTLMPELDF
Target sequence (Q8WTS1 whole entry, looked up): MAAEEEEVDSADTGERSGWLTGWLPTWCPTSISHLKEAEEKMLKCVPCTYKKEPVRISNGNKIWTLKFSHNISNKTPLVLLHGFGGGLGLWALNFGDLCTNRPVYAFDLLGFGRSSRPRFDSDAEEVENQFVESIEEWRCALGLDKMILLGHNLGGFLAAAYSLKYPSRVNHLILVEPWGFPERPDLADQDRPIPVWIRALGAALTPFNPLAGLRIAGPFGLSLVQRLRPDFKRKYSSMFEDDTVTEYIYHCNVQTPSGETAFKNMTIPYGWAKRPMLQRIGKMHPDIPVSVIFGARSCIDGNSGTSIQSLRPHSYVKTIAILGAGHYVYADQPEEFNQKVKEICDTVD
NCOA1 inh: inhibits human SRC1 coactivator. Q15788. HEK293 GAL4-SRC1 luciferase reporter, luminescence. inhibition, % at 3.6 µM. 360,000 tested, 0.12% active;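 active means inhibition above the campaign mean plus 3 SD, with each screening campaign given its own cutoff, cut at about 60% in these data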;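 further: 0% = DMSO treated cells and 100% = gossypol at 36 µM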
LMP1 NFkB inh: reduces LMP1-driven NF-kappaB luciferase signal; 350,000 tested, 0.69% active; inhibition, % at 12.5 µM; LMP1-induced NF-kappaB luciferase reporter cells, luminescence; in the data active means inhibition above about 41%;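 further: 0% = neutral control wells and 100% = reference inhibitor control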
The depositor's hits bear a star; nt = no result given. A portion of the library; rates above refer to the full screens.

SMILES	SRC3 inh	NOD2 RIPK2 PPI	MC4R antagonist	NR2F2 inh	MC4R ag barr	TLR9-MyD88 inh	NR5A2 inv ag	NCOA2 inhibitor	ABHD5 PLIN5 PPI	NCOA1 inh	LMP1 NFkB inh
COCC(=O)N(Cc1cc2cccc(C)c2[nH]c1=O)c1ccccc1	3.7	0.3	-4.7	2.4	1.0	12.2	6.4	-2.0	2.9	-10.2	5.1
COc1cc(-c2n[nH]c(=S)n2C(C)c2ccccc2)cc(OC)c1OC (configuration not stated)	19.8	-4.3	10.9	2.9	-0.8	-10.5	-2.0	-6.4	0.9	9.4	7.5
CN1/C(=C/C=C/c2n(C)c3cc([N+](=O)[O-])c([N+](=O)[O-])cc3[n+]2C)C(C)(C)c2ccccc21	15.4	-12.4	-28.9	37.2	-5.8	-26.5	29.8	35.6	33.9*	9.6	19.4
O=C(NC(=S)Nc1ccccc1N1CCCC1)c1ccco1	-6.7	-6.1	-0.1	21.3	-1.6	nt	10.4	-10.8	-14.0	-8.4	-4.1
O=C(COC(=O)c1ccc2ccccc2c1O)NCc1ccccc1	-20.6	-5.2	-0.8	-4.3	2.4	-7.2	-7.1	-3.5	-0.1	-6.2	-1.2
Cc1sc2nc(COC(=O)c3ccc(N4CCCC(C)C4)c([N+](=O)[O-])c3)[nH]c(=O)c2c1C (configuration not stated)	-1.9	-15.2	-0.3	-12.1	-1.8	1.2	11.3	-48.7	-3.1	-8.7	-1.2
COc1ccc(NC(=O)c2cccc(-n3c(C)ccc3C)c2)c(OC)c1	-0.4	-13.6	28.9*	13.8	-1.1	-3.9	-21.1	-2.4	-0.3	-12.4	-40.9
CC(C)Cc1nn2c(=O)cc(COc3ccc(NC(=O)c4ccco4)cc3)nc2s1	12.8	3.4	2.6	4.9	0.7	-8.7	3.8	-16.5	9.4	-15.2	-4.2
O=C(NCCCCCCNC(=O)N1CCCCCC1)N1CCCCCC1	-16.3	-5.9	29.7*	9.2	0.9	-6.2	-23.5	-16.4	-8.4	0.8	-2.1
CN(c1ccccc1)S(=O)(=O)c1cccc(NC(=O)CN2C(=O)NC3(CCCCC3)C2=O)c1	-12.4	-8.8	8.2	10.9	-0.5	-0.7	-7.5	25.8	-1.5	2.7	-5.0
Cc1ccc(Oc2nc3ccccc3n3c(C)nnc23)c(C)c1	-7.1	-4.5	1.9	7.4	-1.2	0.8	6.3	-16.4	6.1	-70.9	-6.8
O=c1c2ccccc2nc(SCc2ccccc2)n1CC1CCCO1 (configuration not stated)	15.1	1.5	14.5	7.4	1.3	-3.0	6.3	-3.4	-1.0	8.7	2.4
COc1ccc(C)cc1NS(=O)(=O)c1ccc2c(c1)NC(=O)C(C)S2 (configuration not stated)	8.1	-7.1	-0.5	28.1	-0.1	8.0	-0.8	3.0	-1.2	10.9	2.3
Fc1ccc(-c2nnc(CN3CCN(c4ncc(C(F)(F)F)cc4Cl)CC3)o2)cc1	13.9	-6.3	14.4	17.0	0.1	-4.8	3.3	-19.8	0.0	-8.4	-9.6
COc1ccc(-n2c(Cc3cccn3C)nnc2SCC(=O)Nc2cc(C)cc(C)c2)cc1	-1.8	4.5	7.5	1.5	2.4	-5.3	-5.0	0.1	-3.7	2.5	-6.0
CC(C)CN1C(=O)C(=O)N(CC(=O)c2ccc3c(c2)OCO3)C1=O	-4.6	-1.5	-10.1	0.1	-0.9	1.7	16.9	-17.1	5.5	-5.8	-6.2
OCCN1CCN(CCCN2c3ccccc3CCc3ccccc32)CC1	-1.6	-11.1	-2.4	-6.1	-2.1	-1.3	-20.1	-3.3	0.1	-19.3	-2.2
O=C(O)C1=C[C@H](c2cccs2)C[C@H](OCCCCO)O1	-11.7	-2.4	4.1	9.3	-1.8	4.1	15.7	12.0	1.9	-4.3	2.2
CCOc1ccc(-c2ccc(SCc3ccccn3)nn2)cc1	-24.1	-0.6	19.8	-51.7	1.7	-11.3	-56.7	-30.8	0.5	-61.0	-9.1
Cc1ccccc1OCCOCCN1CCCCCC1	15.4	-23.0	6.7	5.9	2.0	-62.8	2.1	0.0	4.4	7.0	4.6
O=C(NCc1cccs1)c1cnc2sccn2c1=O	-24.8	1.8	2.1	4.2	-0.4	9.1	8.9	-3.4	4.6	6.0	2.1
CCn1c(SCC(=O)c2[nH]c(C)c(C(C)=O)c2C)nnc1-c1ccncc1	10.9	-13.1	10.8	16.6	2.6	-1.6	-3.0	-2.2	2.4	13.2	4.6
CC(=O)c1cccc(N/C=C\C(=O)c2ccc(C)cc2)c1	-91.6	-5.7	0.9	-37.0	0.7	0.6	-154.8	-74.4	1.3	-91.2	-29.7
C=CCN1CCN(C(c2ccc(OC)c(OC)c2)c2nnnn2C(C)(C)C)CC1 (configuration not stated)	21.3	-10.7	-3.4	2.8	1.5	-9.0	1.9	-19.2	5.9	14.5	10.8
Cc1nc(N)sc1-c1csc(Nc2ccc(S(N)(=O)=O)cc2)n1	-17.4	-10.7	-2.9	0.7	2.0	-6.7	-8.6	1.6	-27.2	2.6	9.3

Brought forward from above: three compounds; new compounds follow.
SMILES	SRC3 inh	NOD2 RIPK2 PPI	MC4R antagonist	NR2F2 inh	MC4R ag barr	TLR9-MyD88 inh	NR5A2 inv ag	NCOA2 inhibitor	ABHD5 PLIN5 PPI	NCOA1 inh	LMP1 NFkB inh
CC(=O)c1cccc(N/C=C\C(=O)c2ccc(C)cc2)c1	-91.6	-5.7	0.9	-37.0	0.7	0.6	-154.8	-74.4	1.3	-91.2	-29.7
C=CCN1CCN(C(c2ccc(OC)c(OC)c2)c2nnnn2C(C)(C)C)CC1 (configuration not stated)	21.3	-10.7	-3.4	2.8	1.5	-9.0	1.9	-19.2	5.9	14.5	10.8
Cc1nc(N)sc1-c1csc(Nc2ccc(S(N)(=O)=O)cc2)n1	-17.4	-10.7	-2.9	0.7	2.0	-6.7	-8.6	1.6	-27.2	2.6	9.3
Nc1ccc(S(=O)(=O)Nc2nc3ccccc3o2)cc1	-3.2	-10.8	3.2	-24.9	-1.5	-7.3	-2.2	-15.0	-2.1	-13.5	7.9
CC(C)CC(C(=O)NC1CCCC1)N(Cc1cccs1)C(=O)c1snc(C(N)=O)c1N (configuration not stated)	-28.4	2.2	6.0	7.5	0.0	-0.3	1.9	6.0	-3.3	2.0	3.1
CCOC(=O)Cn1cc(Cl)cc(C(=O)Nc2ccccc2)c1=O	-1.7	5.8	5.2	-1.0	0.1	-7.2	-13.0	2.3	2.0	-3.7	8.2
CC(C)CC1C(=O)N(Cc2cn(CCC3OCCCO3)nn2)CCS(=O)(=O)N1Cc1ccc(-c2ccc(Cl)c(Cl)c2)cc1 (configuration not stated)	-12.5	-1.9	13.2	18.0	-1.2	-14.9	23.5	18.2	1.9	-2.6	9.7
O=c1c2ccccc2cnn1-c1ccc2ccccc2c1	-92.1	12.1	6.1	-22.8	-2.1	-4.5	-82.2	-89.5	-3.1	-84.1	6.2
CCCCNC(=O)COC(=O)c1ccc(NS(=O)(=O)c2ccc3c(c2)OCCO3)cc1	5.2	-3.7	5.2	2.7	-1.5	0.5	-10.8	8.3	-3.6	1.6	0.4
CCOCCCNC(=O)C1CCN(Cc2ccc(OCc3ccccc3)c(OC)c2)CC1	-30.6	0.8	2.5	11.6	-1.6	3.5	-27.4	-57.5	0.3	-44.9	-10.6
CCNC(=O)C1CCCN(C(=O)c2ccc(F)c(Cl)c2)CC1 (configuration not stated)	-4.3	-2.7	9.5	0.6	0.3	nt	6.7	11.5	-3.0	1.5	nt
Nc1n[nH]c2cc(=O)n(-c3cccc(C(F)(F)F)c3)nc12	-3.3	-14.5	-9.2	10.5	-3.0	-7.3	4.5	-8.0	2.9	-20.1	0.2
CCc1ccc(NC(=O)N2CCN(c3ccc(F)cc3)CC2)cc1	7.2	0.0	3.2	10.9	-3.4	1.0	-2.4	-8.4	-1.4	-18.1	15.9
CCOC(=O)c1c(N)sc(C(=O)N(CC)CC)c1C	-6.2	1.6	10.0	-2.2	-0.3	3.6	8.3	3.7	-1.2	10.4	3.8
Cc1ccc(CS(=O)(=O)CCC(=O)NCCCN2CCCC2)cc1	3.5	-0.7	-6.3	-17.5	-0.1	-6.4	2.5	-4.5	10.6	10.5	-17.6
CCOC(=O)c1ccc(NS(=O)(=O)CC)cc1	-2.2	2.6	-1.0	5.7	-2.2	2.5	2.3	-4.7	-1.6	7.3	1.8
Cc1cc(C)cc(OCC(=O)Nc2ccccc2C(=O)N2CCOCC2)c1	14.4	-4.0	-3.7	1.5	-3.3	9.9	-0.5	-15.8	-1.5	4.7	-2.9
CCOC(=O)C1CCN(C(=O)C(CCSC)NC(=O)COc2ccccc2)CC1 (configuration not stated)	12.1	1.3	0.3	-15.1	-2.3	-2.1	11.6	5.6	7.5	-14.8	5.2
CC1(CCc2ccccc2)NC(=O)N(Cc2nnc(-c3ccccc3Br)o2)C1=O (configuration not stated)	-13.5	-20.1	10.9	6.2	-1.1	4.5	-10.2	-14.9	-4.1	-1.5	-6.2
Cc1ccc(S(=O)(=O)NCC2CCC(C(=O)NCCCN3CCCC3=O)CC2)cc1 (configuration not stated)	27.1	-7.1	11.1	12.6	-3.9	-8.2	27.8	-9.0	5.0	13.3	3.6
COc1ccc(CCNC(=O)c2cccc(C(=O)NCCc3ccc(OC)cc3)n2)cc1	7.6	-3.0	-3.3	5.3	3.8	6.5	0.0	-1.8	2.5	-12.2	-8.8
Cc1ccccc1CSCCNC(=O)c1ccccc1	11.2	-8.1	1.7	-30.8	-0.1	11.6	-4.4	-49.7	-5.0	5.0	-10.2
CCOC(=O)c1sc2nc(C)nc(N3CCN(S(=O)(=O)c4ccccc4)CC3)c2c1C	-0.1	2.5	17.7	2.5	-0.8	6.7	-21.3	19.3	-2.3	-21.0	-0.4
Cn1c(SCc2cccc(F)c2)nnc1-c1ccccn1	-41.5	-1.3	1.2	-27.9	-1.0	-1.2	-28.2	-30.0	2.4	-50.5	-14.5
Cn1c(N)c(C(=O)COC(=O)c2ccccc2C(=O)c2ccccc2)c(=O)n(C)c1=O	-3.2	-12.2	3.5	-23.6	-2.2	1.1	11.0	1.9	0.3	8.4	-2.8
O=C(N/N=C/C=N/NC(=O)c1ccco1)c1ccco1	-18.1	-12.6	-9.3	13.2	-2.5	0.0	-10.8	-14.9	3.4	-7.3	0.8
O=C(NCCN=C1NS(=O)(=O)c2ccccc21)c1ccco1	12.3	-4.4	10.7	nt	1.3	4.1	20.4	nt	-6.8	-2.1	-2.1
O=C(c1ccc2c(Cl)c3c(nc2c1)CCCC3)N1CCC(N2CCCCC2)CC1	1.7	11.6	15.4	-69.2	2.4	4.8	-83.7	-2.2	-1.8	-0.2	-31.1
O=C(COc1ncnc2cc([N+](=O)[O-])ccc12)N(CCc1ccccc1)Cc1ccccc1	21.8	-2.9	-1.5	3.4	-1.1	-4.7	-0.5	14.4	0.0	8.1	4.8
CC(C)=NNc1ncnc2nc[nH]c12	-80.5	-0.4	16.5	-70.4	-3.3	-6.7	-126.9	-55.4	-7.8	-108.1	-0.9
